AmpC det inh: Promiscuous and Specific Inhibitors of AmpC Beta-Lactamase (assay with detergent). P00811. 0.09% of 71,000 active. purified AmpC, nitrocefin hydrolysis with detergent. AID 584, 2007. Potency, µM (doses to about 28.7 µM), for the others: at the top dose activity change, negative = inhibition; active means well fitted curve in the direction sought with a large enough effect
Target sequence (P00811 whole entry, looked up): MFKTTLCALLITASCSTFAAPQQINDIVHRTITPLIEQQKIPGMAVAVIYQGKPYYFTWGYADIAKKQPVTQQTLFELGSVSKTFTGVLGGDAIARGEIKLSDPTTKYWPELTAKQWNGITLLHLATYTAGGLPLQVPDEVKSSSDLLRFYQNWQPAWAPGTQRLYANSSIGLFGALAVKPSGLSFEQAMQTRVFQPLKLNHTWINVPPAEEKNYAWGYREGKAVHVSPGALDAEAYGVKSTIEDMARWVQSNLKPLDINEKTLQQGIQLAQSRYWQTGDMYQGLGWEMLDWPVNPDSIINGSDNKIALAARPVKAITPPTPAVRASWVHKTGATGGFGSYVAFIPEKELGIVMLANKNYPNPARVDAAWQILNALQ
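E. coli AmpC (5.3 nM) in 20 mM phosphate pH 7.0 with 0.01% Triton X-100, preincubated 15 min RT with compound; nitrocefin (2 uL of 800 uM stock) hydrolysis followed by 480 nm absorbance every 20 s over 4 min.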
* marks the source's active call; other numbers are inactive results; & = joins results of further samples; [ ] = another dose, or the depositor's remark. On the % scale 0 is the no-effect control and ±100 the full control effect; potency means the concentration at half of the fitted maximal effect.

Molecule | AmpC det inh
COc1cccc(-n2c(COc3ccccc3C)nnc2SCC(=O)O)c1 | -4%
O=C(Nc1nc(-c2ccco2)c(-c2ccco2)s1)C1CC(=O)N(c2ccc3c(c2)OCCO3)C1 (centres undefined) | -3%
CCc1ccc(Nc2cc(=O)n(C3CCCCC3)c(=O)[nH]2)cc1 | -1%
Cc1cccc(C2N(c3ccc(F)cc3)C(=O)C3CCCN32)c1 (centres undefined) | 3%
CCOC(=O)c1cccc(N2C(=O)C3C(C(=O)NC4CC4)C4(C)C=CC3(O4)C2C(=O)NC(C)(C)C)c1 (centres undefined) | -8%
O=C(CC(O)(c1ccccc1)C(F)(F)C(F)F)c1cccs1 (centres undefined) | -3%
CCn1c(SCC(=O)Nc2cccc(F)c2)nc2c(c1=O)SC(C)C2 (centres undefined) | 10%
CCS(=O)(=O)N1CCC(C(=O)NCc2cccc(OC)c2)CC1 | -2%
CCOC(=O)N1CCN(C(=O)C(NC(=O)c2ccc(CC)cc2)C(C)C)CC1 (centres undefined) | -7%
COc1ccc(OC)c(NC(=O)C23CCC(C)(C(=O)C2)C3(C)C)c1 (centres undefined) | -5%
CC(C)C[C@H](NC(=O)[C@@H]1O[C@H]1C(=O)O)C(=O)NCCCCN=C(N)N | -2%
c1ccc(N(c2ccccc2)c2nc(N3CCOCC3)nc(N3CCOCC3)n2)cc1 | 10%
N#Cc1ccccc1Cn1cc(C(=O)C2CC2)c2ccccc21 | -1%
CC(C)c1cc(CN2CCN(CCC#N)CC2)cc(C(C)C)c1O | 9%
CCOC(=O)c1c(C)noc1CP(=O)(c1ccccc1)c1ccccc1 | 0%
Cc1c(C(=O)N2CCOCC2)sc2nc(-c3ccccc3)cn12 | -3%
CCCCCCN(C(=O)CCCCCN1C(=O)NC(c2ccc(-c3ccccc3)cc2)C(C(=O)OCc2ccccc2)=C1C)C(C(=O)NCCCC)c1ccccc1 (centres undefined) | 12%
COC(=O)c1cccc(CSc2nnc(C)s2)c1 | 2%
CC(C)OC(=O)c1cc2c(OC[C@@H](O)CNC(C)(C)C)cccc2[nH]1 | -2%
C=CCn1c(C)cc(C(=O)CSc2nnc(NCc3ccccc3)s2)c1C | -7%

Two entries from above, field by field.
SMILES: CC(C)C[C@H](NC(=O)[C@@H]1O[C@H]1C(=O)O)C(=O)NCCCCN=C(N)N
  AmpC det inh = -2%
SMILES: c1ccc(N(c2ccccc2)c2nc(N3CCOCC3)nc(N3CCOCC3)n2)cc1
  AmpC det inh = 10%

Going on with the list:
Molecule | AmpC det inh
CCOC(=O)C1CCN(C(=O)COC(=O)c2ccc(Br)o2)CC1 | -1%
O=P(O)(CCP(=O)(O)c1ccccc1)c1ccccc1 | -2%[5.75 µM]
COc1ccc(C(=O)Nc2c3c(nn2-c2cccc(Cl)c2)CS(=O)C3)cc1 (centres undefined) | 1%
COc1ccc(-c2cc3nc4c(c(N5CCC6(CC5)OCCO6)n3n2)CCCC4)cc1 | -11%
COc1cc([C@@H]2c3cc4c(cc3[C@@H](O[C@@H]3O[C@H]5CO[C@@H](C)O[C@@H]5[C@@H](O)[C@H]3O)[C@@H]3COC(=O)[C@@H]23)OCO4)cc(OC)c1O | 1%&1%
COc1ccc(-c2cc(C(F)(F)F)nc(SCC(=O)Nc3cc(C)on3)n2)cc1 | -5%
O=C(CCn1nnc2ccccc2c1=O)N[C@H](C(=O)O)c1ccccc1 | -4%
O=C(NCCSc1ccccc1)c1cccnc1 | -1%
O=C(c1cccc(F)c1)N1CCN(S(=O)(=O)c2ccccc2)CC1 | 10%
O=C(CCN1CCCCC1)Nn1c(=S)[nH]c2ccccc2c1=O | -1%

Reformatted: results already given
Structure: CCOC(=O)c1c(C)noc1CP(=O)(c1ccccc1)c1ccccc1
  AmpC det inh: 0%

Structure: Cc1c(C(=O)N2CCOCC2)sc2nc(-c3ccccc3)cn12
  AmpC det inh: -3%

Remaining list, next part:
Molecule | AmpC det inh
Cc1cccc(-c2cc3nc4c(c(N5CCCC(O)C5)n3n2)CCC4)c1 (centres undefined) | -5%
COCCN(C(=O)CCCC(=O)Nc1ccccn1)C(C(=O)NC1CCCCC1)c1ccc(C)cc1 (centres undefined) | 12%
CCOc1ccccc1N(CC(=O)NC1CCCCC1)S(C)(=O)=O | -3%
Cc1ccc2c(c1)c1ncnc(N3CCC4(CC3)OCCO4)c1n2C | 4%
CCn1cc(NC(=O)Nc2ccc(OC)c(OC)c2)c(C(N)=O)n1 | -4%
Cc1ccc(C(=O)CSc2nnc(Cn3nnc4ccccc43)n2C)cc1 | 9%
Cc1cccc(/N=C/c2c(O)n(-c3cc(Cl)ccc3N3CCOCC3)c(=O)c3ccccc23)n1 | -7%
COC(=O)c1ccccc1NC(=O)CSc1nc(O)cc(=O)n1C1CCCC1 | -5%
CCN=C1SC(C(=O)NCCc2ccccc2)CC(=O)N1CC (centres undefined) | -1%
O=C(Cc1ccccc1)Nc1nc(-c2cccs2)cs1 | -2%
COc1c2ccoc2nc2c(OC)c(OC[C@H](O)C(C)(C)O)ccc12 | -4%
COc1ccc2cc3[n+](cc2c1OC)CCc1cc2c(cc1-3)OCO2 | 8%
c1ccc(NCCSc2nc3ccccc3s2)cc1 | -2%[5.75 µM]
CCOc1ccccc1N(CC)C(=O)Cn1ncc2c(=O)oc3ccccc3c21 | 14%
Cc1cc2occ(CC(=O)NC3=NCCS3)c2cc1C(C)C | 6%
COC(=O)c1cc(Br)ccc1-c1ccc(/C=N/n2nnnc2N)o1 | -2%
CCCCCC/C(C=O)=C\c1ccccc1 | 8%
NS(=O)(=O)c1ccc(N=Cc2c(O)n(C3CCCCC3)c(=O)n(C3CCCCC3)c2=O)cc1 | 0%
COc1cc(NC(=O)c2onc(C)c2Cl)c(OC)cc1Cl | 7%
O=C(NCc1ccco1)c1cc2nc(C3CC3)cc(C(F)(F)F)n2n1 | -4%
CCN1C(=O)N(CC)C2C1N(C(C)=O)C(=O)N2C(C)=O (centres undefined) | -2%
Cc1cc(C(F)(F)F)nn1CC(=O)NCc1ccccc1 | -6%
O=C(NCCN1CCCCC1)c1ccc2c(c1)OCCO2 | 9%
CCc1nnc(NC(=O)Nc2ccccc2OC)s1 | 6%
CCOC(=O)c1c(NC(=O)OC)sc2c1CCC2 | -4%
Cc1ccc(N2CCCCn3c2nc2c3c(=O)[nH]c(=O)n2C)cc1 | 10%
Cc1cc2nc(-c3ccc(SCC(=O)N4CCN(C(=O)c5ccco5)CC4)nc3)[nH]c2cc1C | 4%
O=C(C1CCCN1S(=O)(=O)c1cccc2cccnc12)N1CCn2c1nc1ccccc12 (centres undefined) | 11%
CC(=O)c1cccc(NC(=O)C2CCN(S(=O)(=O)c3ccc(C)cc3)CC2)c1 | -2%
CCCn1c(-c2ccc(F)cc2)nc2c(NC3CCN(Cc4ccccc4)C3)nc(C)nc21 (centres undefined) | 14%
COc1ccccc1-c1cc(C(F)(F)F)nc(N2CCN(c3ccccc3)CC2)n1 | -1%
O=C(Nc1nccs1)c1cc2sccc2n1Cc1ccc(F)cc1 | -1%
N#Cc1ccc(NC(=O)Nc2ccc(Cl)cc2)cc1 | 13%
O=C(CCc1ccccc1)Nc1ccc(Cl)cn1 | -4%
CC(=O)N1CCN(c2ccc(Nc3ncnc4c3oc3ccccc34)cc2)CC1 | -1%
CCCCCCCCCCCCCCCC(=O)C(F)(F)F | -2%
Brc1cccc(-c2nnc(-c3ccccc3)o2)c1 | -1%
CCn1c(C)nc2cc(S(=O)(=O)N3CCCCC3)ccc21 | -2%
c1ccc(Nc2ccc(Nc3ccccc3)cc2)cc1 | 7%
COCCCNC(=O)c1ccc(CS(=O)(=O)Cc2cccc(C)c2)o1 | 0%
Cc1ccc(S(=O)(=O)N2CCCC2)cc1S(=O)(=O)N1CCCC1 | 6%
CC(=O)[C@H]1CC[C@@H]2[C@]1(C)CC=C1[C@]23C=C[C@]2(C[C@H](O)CC[C@@]12C)[C@H](C(=O)O)[C@@H]3C(=O)O | -5%[5.75 µM]
Nc1nc(N)c(N=Nc2ccc([As](=O)(O)O)cc2)c(=O)[nH]1 | -2%[5.75 µM]
CC(=O)NC1CC2CCCC(C1)N2CC(=O)N1CCCc2ccccc21 (centres undefined) | 0%
CC(C)[C@H]1C(=O)N2CCC[C@@H]2[C@]2(O)O[C@@](NC(=O)[C@H]3C=C4c5cccc6[nH]cc(c56)C[C@H]4N(C)C3)(C(C)C)C(=O)N12 | 2%
CCOC(=O)c1snc2c(=O)[nH]cnc12 | 6%
CCN(CC)S(=O)(=O)c1cccc(C(=O)NCCCN2CCOCC2)c1 | 0%
Cc1c(C(=O)O)cccc1[N+](=O)[O-] | 11%
COC(=O)c1ccc(CSc2ccc3nnc(-c4cccc(F)c4)n3n2)o1 | 9%
CC(NC(=O)c1ccc(CS(=O)(=O)Cc2ccccc2F)o1)c1ccc2c(c1)OCCO2 (centres undefined) | 8%

Continuation.
Molecule | AmpC det inh
Cc1cc(NC(=O)COC(=O)CSCc2ccc(Cl)c(Cl)c2)no1 | 1%
CC(c1ccc(Br)cc1)N1CC23C=CC(O2)C(C(=O)O)C3C1=O (centres undefined) | 9%
Nc1ccc(-n2nnnc2-c2ccco2)cc1 | 2%
C=CCNC(=O)c1ccccc1NS(=O)(=O)c1ccc(SC)cc1 | -4%
CN1CCN(S(=O)(=O)c2ccc(N(C)Cc3cccs3)nc2)CC1 | -1%
Cc1[nH]c2ccccc2c1CC(=O)O | 0%
Cc1ccc2cc(C(c3nnnn3C3CCCC3)N3CCOCC3)c(=O)[nH]c2c1C (centres undefined) | 10%
COc1ccccc1N1CCN(CCCC(=O)c2ccc(F)cc2)CC1 | 1%
ClC(Cl)=C(c1ccc(Cl)cc1)c1ccc(Cl)cc1 | 14%&14%
COC(=O)c1ccc(N=c2sc(C(=O)OC)cc(=O)n2C)cc1 | 4%
O=S(=O)(NCCOc1cccc2cccnc12)c1ccc(F)cc1 | -7%
CCn1c(=O)c(C(=O)Nn2c(C)nc3ccccc3c2=O)c(O)c2ccccc21 | 4%
Cc1ccc2[nH]c(=O)c(CN(CC3CCCO3)S(=O)(=O)c3c(C)ccc4nsnc34)cc2c1 (centres undefined) | -2%
COc1cc(C2CC(=O)c3cnc(N4CCN(Cc5ccccc5)CC4)nc3C2)cc(OC)c1OC (centres undefined) | -3%
COc1ccc(OCCC(=O)NC2=NCCS2)cc1 | -5%
CN1CCN(c2nc(N3CCN(CCO)CC3)nc3ccccc23)CC1 | -2%
COc1ccc(-n2c(Cn3c(=O)sc4ccccc43)nnc2SCC(=O)N2CCOCC2)cc1 | 7%
CC1CCCN(C(=O)COC(=O)c2n[nH]c3ccccc23)C1 (centres undefined) | 13%
CC1CCCN(c2nc3ccsc3c(=O)s2)C1 (centres undefined) | 1%
COc1cc(OC)cc(C(=O)Nc2ccc(S(=O)(=O)N(C)C)cc2)c1 | -1%
Cc1csc(NC(=O)c2nc3nccc(C)n3n2)n1 | -1%
COc1ccccc1NC(=O)N(c1c(N)n(Cc2ccccc2)c(=O)[nH]c1=O)C1CCCC1 | -3%
Cn1c(=O)c2cc(S(=O)(=O)N3CCN(c4cccc(C(F)(F)F)c4)CC3)ccc2n(C)c1=O | -2%
CCOC(=O)c1ccccc1NC(=O)c1ccccc1SC | 0%
COc1ncnc(OC)c1NC(=O)c1ccc(F)cc1 | -3%
C[C@H](N)C(=O)O | -2%
O=C(NCc1ccc2c(c1)OCO2)c1ccc(NS(=O)(=O)c2ccc3c(c2)OCCO3)cc1 | -2%
NC(N)=NC[C@@H]1CCCCCCN1 | -2%[5.75 µM]
O=C(CCSCc1ccccc1F)N1CCN(c2ccccn2)CC1 | 0%
O=C(NC1CCCCC1)N1CCN(CCc2ccccc2)CC1 | -5%

An excerpt from above in order of length of the SMILES, highest first:
Molecule | AmpC det inh
COc1ncnc(OC)c1NC(=O)c1ccc(F)cc1 | -3%
NC(N)=NC[C@@H]1CCCCCCN1 | -2%[5.75 µM]
C[C@H](N)C(=O)O | -2%

Next section.
Molecule | AmpC det inh
N#CCCN1CCN(C(=S)c2ccc(-c3ccc(Cl)c(Cl)c3)o2)CC1 | 1%
CCn1cc(C(=O)NCc2ccc3c(c2)OCO3)c(=O)c2ccc(C)nc21 | 0%
Cn1c(=O)c(C(=O)Nc2cccnc2)c(O)c2ccccc21 | -2%
COc1ccc(C2C(C#N)=C(N)Oc3cc4c(cc32)OCO4)cc1 (centres undefined) | -4%
Cn1c(/N=C/c2c[nH]c3ccccc23)nc2ccccc21 | -3%
O=C(NC1CCCCC1)C(c1ccco1)N(C(=O)c1csnn1)C1CCCC1 (centres undefined) | 8%
CC(C)COC(=O)C(C#N)c1nc2ccccc2nc1N1CCN(Cc2ccccc2)CC1 (centres undefined) | -9%
c1ccc2c(c1)CCCN2c1nc2ccccc2n2cnnc12 | 13%
Cc1ccc(-c2nc3cc(NC(=O)C(C)C)ccc3o2)cc1 | -8%
CCCC1(C(=O)OC)NC(c2ccc(OC)c(OC)c2)C2C(=O)N(c3ccc4c(c3)OCO4)C(=O)C21 (centres undefined) | 11%
O=C(NCc1ccccn1)Nc1cccc(NC(=O)NCc2ccccn2)c1 | 13%

From PubChem BioAssay

An excerpt. The share of hits here may be higher or lower than overall.
